KB-3-1 tox = kills parental KB-3-1 adenocarcinoma cells | KB-3-1 viability, CellTiter-Glo ATP luminescence, 72 h | Potency, µM (highest dose often 46.1 µM), for the others: at the top dose activity change, negative = cytotoxic, usual class: cytotoxic | 400,000 compounds, 1.4% hits | AID 1347075; note: potency is the fitted concentration of half-maximal effect; % is set by controls: 0 for no effect and ±100 for the full control effect; nearly all actives have a fitted effect of over 60% in size
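Parental KB-3-1 adenocarcinoma cells in phenol-red-free DMEM with 10% FBS were pin-treated with compounds at several concentrations, incubated 72 h at 37 °C, and viability read by CellTiter-Glo luminescence; concentration-effect curves were fitted after normalization.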
ATXN2 expr inh = inhibitors of ATXN2 expression; HEK-293 ATXN2-luciferase reporter, luminescence, 24 h; Potency, µM (titrated, usually from 57 µM), without a hit: at the highest dose activity change, negative = inhibition, actives largely listed as inhibitors; 360,000 compounds, 0.72% hits; AID 1745845; note: potency is the fitted concentration of half-maximal effect; % is set by controls: 0 for no effect and ±100 for the full control effect; nearly all actives have a fitted effect of over 55% in size
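qHTS (up to 57 uM final) was run with 24 h compound exposure of reporter cells at 37 °C. Each well was multiplexed: SteadyGlo luminescence measured ATXN2-luciferase expression after a fluorogenic Gly-Phe-AFC viability readout (25 uM final).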
HT1080 IDH1KD tx = HT-1080 IDH1 knockdown cell toxicity (counter line); HT-1080 IDH1 knockdown viability, ATP luminescence, 48 h; Potency, µM (series often up to 46.1 µM), for inactives: at the highest dose activity, negative = toxicity, hits mostly cytotoxic; 360,000 compounds, 2% hits; AID 686971;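 note: potency is the fitted concentration of half-maximal effect; 0% = DMSO wells and -100% = cell-free medium wells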
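% activity derives from luminescence (CellTiter-Glo), normalised to DMSO and no-cell wells. HT-1080-IDH1KD cells, 750/well, had 48 h compound exposure at 37 °C.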
HT1080NT lethal = kills 2HG-producing HT-1080-NT fibrosarcoma cells | Potency, µM (titrated, usually from 46.1 µM), without a hit: at the highest dose activity, negative = less viability, hits mostly cytotoxic | 360,000 compounds, 1.6% hits | HT-1080-NT fibrosarcoma viability, CellTiter-Glo ATP luminescence, 48 h | AID 686970;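 note: NT is the 2HG producing partner of a matched IDH1 knockdown line; potency is the fitted concentration of half-maximal effect; 0% = DMSO-treated cells and -100% = media-only wells without cells; nearly all actives have a fitted effect of over 55% in size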
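HT-1080-NT; 750 cells/well; 5% FBS RPMI; 48 h compound, 37 degrees C; CellTiter-Glo luminescence; curve fitting and curve-class assignment.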
ATXN viability = reduces viability in counter-screen for ATXN expression inhibitors | 400,000 compounds, 0.49% hits | Potency, µM (titrated, usually from 56.7 µM), most hits filed as cytotoxic | S2 cells (HEK-293 line with an ATXN2-luciferase reporter) viability, CellTiter-Fluor protease fluorescence, 24 h; note: potency is the fitted concentration of half-maximal effect; nearly all actives have a fitted effect of over 40% in size
SW480 rerep = induces DNA re-replication in SW480 colon adenocarcinoma cells | Potency, µM (doses to about 46.1 µM), for inactives: at the highest dose re-replication activation, most hits filed as activators | SW480 DNA re-replication, Hoechst DNA content imaging, 48 h | AID 624297 | 340,000 compounds, 1.8% hits; note: potency is the fitted concentration of half-maximal effect; % of control where 0% means no effect; nearly all actives have a fitted effect of over 55% in size
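DNA re-replication was detected as more nuclei of elevated Hoechst intensity after 48 hr exposure to compound (23 nL pinned per well of 250 cells).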
KB-V1 cytotox = KB-V1 MDR subline cytotoxicity. 400,000 compounds, 3.4% hits. Potency, µM (doses to about 46.1 µM), without a hit: at the highest dose activity change, negative = cytotoxicity, most hits filed as cytotoxic. KB-V1 MDR cells viability, CellTiter-Glo, 72 h. AID 1347076; note: potency is the fitted concentration of half-maximal effect; % is set by controls: 0 for no effect and ±100 for the full control effect; nearly all actives have a fitted effect of over 60% in size
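Following 72 h at 37 degrees C with compound, KB-V1 cell viability was read by CellTiter-Glo luminescence, medium being phenol-red-free DMEM plus 10% FBS; concentration-response parameters came from normalized, curve-fitted qHTS data.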
MCF10A rerep = inducers of DNA re-replication in MCF 10A breast cells. MCF 10A DNA re-replication, Hoechst nuclear intensity, 48 h. Potency, µM (top dose mostly 46.1 µM), inactives show at the highest dose activity, positive = re-replication, hits mostly activators. 350,000 compounds, 2.9% hits. AID 624296; note: potency is the fitted concentration of half-maximal effect; % of control where 0% means no effect; nearly all actives have a fitted effect of over 50% in size
IL-1B inflam inh = inflammasome signaling inhibition, IL-1 beta readout; 360,000 compounds, 4.7% hits; activity change, % at 57.5 µM; AID 743279; THP-1 LPS/ATP IL-1B secretion, AlphaLISA, 16 h; stronger effect = lower value; in the data active = activity change below about -50%; inconclusive = mostly about -30% to -49%; note: % is set by controls: 0 for no effect and ±100 for the full control effect
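Secreted IL-1B measured by AlphaLISA bead assay after 16 h compound exposure of THP-1 cells; compounds (final up to 57.5 uM) added 1 h before LPS (250 ng/mL) and ATP (1.25 mM) stimulation; lower signal means less secretion.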
Active calls of the source: *; i = inactive; ? = inconclusive; · = no result given; [ ] = dose if it differs, or a comment. Unless noted, calls come from the whole dose curve; as a rule, active = well fitted curve in the direction sought with a large enough effect; inconclusive = small, poorly fitted or top-dose-only effect, or another doubt; inactive = no such curve, though single readings can be large; an effect the other way counts as inactive or inconclusive.

Compound	KB-3-1 tox	KB-V1 cytotox	MCF10A rerep	HT1080NT lethal	ATXN2 expr inh	SW480 rerep	HT1080 IDH1KD tx	IL-1B inflam inh	ATXN viability
COc1cc(OC)cc(-n2nnnc2SCC(=O)NCc2ccc3c(c2)OCO3)c1	-13%	-27%	-3%	-8%	-7%	-1%	-17%	-1	i
CCOC(=O)N1CCN(C(=S)NC(=O)c2ccc(F)c(F)c2)CC1	-2%	-28%	2%	0%	-12%	-21%	2%	17	i
COc1ccc(-c2cc(NC=O)c3ncc(-c4cccc(C(F)(F)F)c4)n3c2)c(OC)c1	?	?	·	?	-33%	·	13µM*	-27	i
Cc1ccc(C)c(N2CCN(C(=O)CN3C(=O)COc4ccc(S(=O)(=O)N5CCCCCC5)cc43)CC2)c1	-28%	-1%	·	·	7%	·	·	·	i
Cc1ccccc1NC(=S)NCCO	-14%	5%	-5%	5%	-19%[11.3 µM]	-4%	13%	6	i
CC(C)Oc1cc(F)ccc1-c1cc(C(=O)Nc2cccc(C(F)(F)F)c2)[nH]n1	?	?	·	16µM*	?	·	?	-22	28µM*
Cc1ccc(S(=O)(=O)Nc2ccc(NC(=O)CN3CCCCC3)c(Cl)c2)cc1	-7%	-23%	12%	-6%	·	-10%	-11%	-2	·
CCn1c(SCC(=O)N2CCOCC2)nc2sc3c(c2c1=O)CCCC3	16%	?	-5%	-1%	-22%	0%	-8%	-15	?
NS(=O)(=O)c1ccc(CNC(=O)c2cc(-c3cccnc3)nc3ccc(Cl)cc23)cc1	-10%	0%	-10%	-22%	-7%	-24%	-11%	i	i
COc1ccc(C(CNC(=O)COc2ccccc2C)N2CCCCC2)cc1 (stereo unspecified)	-2%	-1%	-4%	0%	-12%	7%	1%	-6	i
CCc1nnc(NC(=O)CCN2C(=O)CCC2=O)s1	-8%	16%	-11%	3%	0%	-4%	3%	10	i
NC(=O)c1nsc(C(=O)N(CCCN2CCOCC2)C(C(=O)NC2CCCCC2)c2ccc(Cl)cc2)c1N (stereo unspecified)	?	-16%	?	0%	-2%	25%	-3%	9	i
O=C(N/N=C/c1cn(-c2ccccc2)nc1-c1cccnc1)c1cccnc1	1%	-19%	-8%	3%	-7%	1%	11%	?	i
CC(=O)c1cc(NC(=O)c2ccc(Cl)cc2)c(=O)oc1/C=C/N(C)C	-2%	-8%	1%	0%	1%	-1%	10%	7	i
COc1ccc(-c2cc(C(F)(F)F)nc(NCc3ccccc3)n2)cc1OC	-20%	2%	·	·	6%	·	·	·	i
CN(C)C1=NCCN1CCc1ccc(F)cc1	16%	17%	0%	8%	5%	-8%	9%	10	i
COc1ccc(-c2nc(CC(=O)Nc3cccc(S(=O)(=O)NC4=NCCC4)c3)cs2)cc1	?	?	-4%	-3%	·	-3%	-4%	-12	i
Cc1ccc(/C=N/NC(=O)Cc2ccc(Cl)cc2)s1	0%	0%	-3%	4%	10%	6%	-24%	9	i
Cc1cccc(C(=O)NCc2nc3ccccc3n2Cc2ccccc2Cl)c1	-7%	10%	·	·	-29%	·	·	·	?
CC(C)CNC(=O)CC(=O)N/N=C/c1ccc(Br)cc1	-2%	0%	-6%	-4%	24%	0%	2%	14	i
Cc1nc(SCc2ccc(OCCC(C)C)cc2)n[nH]1	1%	15%	13%	-3%	·	23µM*	-5%	23	?
CCOc1cc2[nH]c(=S)n(Cc3ccc(C)o3)c(=O)c2cc1OCC	-2%	-38%	?	14%	?	?	12%	6	?
COc1ccc(-c2c(C#N)c(N)nc3c2c(=O)n(C)c(=O)n3C)cc1Cl	-18%	-8%	-9%	1%	7%	1%	-1%	-8	i
O=C(Nc1ccc(-c2csc(Nc3cccc(C(F)(F)F)c3)n2)cc1)c1cc([N+](=O)[O-])cc(C(F)(F)F)c1	?	?	-30%	5%	120%[activator]	-17%	-1%	10	?
CCOc1ccc(NC(=O)NC2(C(=O)NCc3ccco3)CCCCC2)cc1	-22%	-18%	11%	10%	-5%	-4%	0%	-6	i
Cc1cc(C)nc(Nc2ccc(Br)cc2C(=O)O)n1	4%	-18%	-2%	22%	10%	-1%	21%	36	i
CC1CCCCC1NC(=O)CSc1nnc(COc2ccc(Cl)cc2)o1 (stereo unspecified)	?	3%	9%	-6%	-13%	-19%	-3%	11	i
CNC(=O)C(=O)N/N=C/c1ccccn1	-2%	18%	-13%	-7%	-8%	1%	14%	-7	i
COc1ccc2[nH]cc(/C=C/c3cc[n+](C)cc3)c2c1	-19%	-12%	1%	-2%	·	5%	-7%	20	?
CCN(CC)S(=O)(=O)c1ccc2[nH]c(=O)cc(C(=O)NCc3ccccc3)c2c1	-3%	25%	2%	2%	18%	0%	5%	3	i
C=CCNC(=O)CSc1nnc(C(CC)N(C)C)n1C1CCCCC1 (stereo unspecified)	8%	1%	0%	6%	10%	?	11%	6	i
COc1ccc(/C=C\C(=O)NCC(=O)N/N=C/c2ccc(O)cc2O)cc1	0%	-5%	3%	-16%	·	13%	-21%	182	?

Some of these compounds in order of their number in IL-1B inflam inh, largest number first.
SMILES	IL-1B inflam inh
COc1ccc(/C=C\C(=O)NCC(=O)N/N=C/c2ccc(O)cc2O)cc1	182
Cc1cc(C)nc(Nc2ccc(Br)cc2C(=O)O)n1	36
CCOc1ccc(NC(=O)NC2(C(=O)NCc3ccco3)CCCCC2)cc1	-6

Next compounds
Compound	KB-3-1 tox	KB-V1 cytotox	MCF10A rerep	HT1080NT lethal	ATXN2 expr inh	SW480 rerep	HT1080 IDH1KD tx	IL-1B inflam inh	ATXN viability
Cc1cc(C)c(S(=O)(=O)NCc2cn3ccccc3n2)c(C)c1	-12%	-38%	-3%	1%	·	4%	0%	-9	i
CC(CN1CCCCC1)OC(=O)COc1ccc(Cl)cc1 (stereo unspecified)	5%	39%	-2%	3%	10%	-2%	-1%	10	i
COc1ccc(/C=N/NC(=O)c2ccc3c(c2)OCO3)c(C(=O)O)c1OC	-1%	-6%	17%	-5%	26%	16%	1%	-8	i
Cc1cc(NC(=O)CCN2C(=O)C3C4CCC(C4)C3C2=O)cc(C)c1Br (stereo unspecified)	?	-12%	?	-6%	14%	-8%	-18%	-9	i
COc1ccccc1-c1ccc2c(c1)O[C@@H](CN(C)C(=O)c1ccncc1)[C@H](C)CN([C@@H](C)CO)S2(=O)=O	-15%	-1%	·	1%	-3%	·	9%	13	i
Cc1cc(C)cc(-c2nnc(SCc3ccc(C(=O)O)cc3)o2)c1	-5%	0%	0%	2%	0%	-10%	-1%	-13	i
O=C(Nc1nc2ccccc2[nH]1)Nc1ccccc1F	0%	?	1%	-1%	30%	-4%	-7%	-8	i
CCOC(=O)C1CCCN(C(=O)c2ccc3c(=O)n(Cc4ccccc4OC)c(=S)[nH]c3c2)C1 (stereo unspecified)	?	-5%	?	-26%	?	-2%	?	24	i
NS(=O)(=O)c1ccc(CCNC(=O)CN2CCN(Cc3cccc(C(F)(F)F)c3)CC2)cc1	?	13%	?	-5%	-29%	-49%[inhibitor]	-15%	17	i
Cc1ccc(C(=O)NCCc2ccccc2)cc1S(=O)(=O)N1CCOCC1	5%	-21%	0%	1%	19%	-11%	1%	7	i
COc1n[nH]c2nncnc12	13%	16%	2%	5%	-11%	-3%[9.22 µM]	2%	37	?
COc1ccc(OC)c(-n2c(N)c(C(=O)NCC3CCCO3)c3nc4ccccc4nc32)c1 (stereo unspecified)	-2%	3%	8.2µM*	-2%	-5%	16µM*	-7%	0	i
COc1ccc2nc(C)cc(C(=O)O)c2c1	0%	31%	4%	-1%	2%	1%	7%	7	i
CCc1nnc(NC(=O)CSc2nc3c([nH]c4ccccc43)c(=O)n2-c2ccc(F)cc2)s1	4%	-1%	·	·	2%	·	·	·	i
O=C(NCCc1csc(-c2cccc(F)c2)n1)c1cccs1	-20%	-12%	·	·	-35%	·	·	·	i
CC(C)CN(C(=O)CN(C)C(=O)Cc1ccccc1Cl)c1c(N)n(CC(C)C)c(=O)[nH]c1=O	-1%	0%	1%	3%	3%	-4%	0%	11	i
COc1ccccc1CNC(=O)CCNS(=O)(=O)c1ccc2c(c1)CC(C)N2C(C)=O (stereo unspecified)	0%	?	2%	10%	9%	-8%	9%	12	i
COC(=O)C1=C(C)NC(=O)CC1c1cc(Br)ccc1F (stereo unspecified)	-5%	?	1%	-2%	0%	0%	-2%	7	i
COc1ccccc1CNC(=O)C(NS(=O)(=O)c1ccc2c(c1)CCN2C(C)=O)C(C)C (stereo unspecified)	17%	-8%	·	·	8%	·	·	·	i
CCn1c2ccccc2c2nnc(SCC(=O)Nc3ccc4c(c3)OCO4)nc21	-10%	14%	-6%	-1%	-17%	-4%	15%	5	?
CCOc1ccc(-c2nnc(N)s2)cc1	0%	0%	?	0%	6%	18%	12%	-10	?
Cc1ccc(NC(=O)c2ccc3c(c2)OCCO3)cc1C	1%	?	-12%	0%	?	-6%	-9%	-50*	i
Cn1c(-c2ccccc2)cnc1SCC(N)=O	0%	?	-1%	16%	-1%	-3%	15%	-12	i
Cc1cc(C)c(S(=O)(=O)NC2CC(C)(C)NC(C)(C)C2)cc1C	2%	-13%	13%	-16%	-9%	?	0%	-14	i
Cc1cc(SCC(=O)c2ccccc2)nc(SCC(=O)c2ccccc2)n1	-15%	?	?	-3%	-17%	2%	-11%	2	i
COCCNC(=O)C(c1ccc(C)o1)N(Cc1cccs1)C(=O)c1snc(C(N)=O)c1N (stereo unspecified)	-7%	-22%	?	-6%	-1%	1%	0%	19	i

Screens as filed in PubChem.
